From PubChem BioAssay
aSyn rescue: alpha-synuclein toxicity inhibition in yeast; Yeast expressing alpha-synuclein, growth rescue, BacTiter-Glo, 24 h; Potency, µM (titrated, usually from 46.1 µM), for the others: at the highest dose growth rescue (activation), usual class: activators; actives 0.14% (n = 370,000); AID 652106; also: potency is read from the fitted curve at half-maximal effect; % of control where 0% means no effect; nearly all actives have a fitted effect of over 65% in size
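Screening used galactose-induced yeast with toxic alpha-synuclein levels, exposed to compound for 24 hr at 30 deg C. Cell growth, read with BacTiter-Glo luminescence, gave the measured signal.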
KB-V1 cytotox: kills drug-selected multidrug resistant KB-V1 cells; KB-V1 MDR cells viability, CellTiter-Glo, 72 h; Potency, µM (top dose mostly 46.1 µM), inactives show at the top dose activity change, negative = cytotoxicity, usual class: cytotoxic; actives 3.4% (n = 400,000); AID 1347076; also: potency is read from the fitted curve at half-maximal effect; % is scaled to controls: 0 for no effect and ±100 for the full control effect; nearly all actives have a fitted effect of over 60% in size
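Cytotoxicity toward P-gp-expressing KB-V1 cells was determined as loss of CellTiter-Glo luminescence after 72 h at 37 degrees C. Compounds were tested in quantitative HTS format across a concentration range, with curves fitted to normalized data.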
GLP-1R inv ag: GLP-1 receptor (human) inverse agonism | HEK293 GLP-1R CRE-luciferase, luminescence, 24 h; GLP-1R form is constitutively active | AID 624417 | Potency, µM (top dose mostly 38.3 µM), for the others: at the top dose activity change, negative = inhibition, usual class: inhibitors | actives 1.6% (n = 410,000) | P43220; also: potency is read from the fitted curve at half-maximal effect; % is scaled to controls: 0 for no effect and ±100 for the full control effect; nearly all actives have a fitted effect of over 55% in size
Target sequence (P43220 whole entry, looked up): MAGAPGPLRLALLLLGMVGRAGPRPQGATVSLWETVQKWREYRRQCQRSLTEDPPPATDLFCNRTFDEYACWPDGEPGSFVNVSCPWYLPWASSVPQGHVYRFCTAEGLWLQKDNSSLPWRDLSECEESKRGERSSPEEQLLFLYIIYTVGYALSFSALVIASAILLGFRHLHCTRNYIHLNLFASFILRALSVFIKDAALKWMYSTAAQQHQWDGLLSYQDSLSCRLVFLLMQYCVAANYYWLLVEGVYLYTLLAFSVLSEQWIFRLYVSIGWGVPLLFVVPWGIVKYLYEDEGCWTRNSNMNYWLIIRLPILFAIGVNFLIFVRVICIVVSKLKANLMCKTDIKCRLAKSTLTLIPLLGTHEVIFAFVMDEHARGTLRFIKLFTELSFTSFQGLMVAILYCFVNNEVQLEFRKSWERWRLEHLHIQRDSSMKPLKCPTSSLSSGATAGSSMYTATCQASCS
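Readout was luciferase luminescence, measured 12 min after detection reagent at room temperature. Beforehand, GLP-1R reporter HEK293 cells had sat 12 h, then received compounds for 24 hr at 37 deg C.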
D3 ag: activates the human D3 dopamine receptor | P35462 | actives 0.58% (n = 410,000) | D3R DiscoveRx beta-arrestin cells, luminescence, 90 min | max activation, % | AID 652048; in the data active = max activation above about 30%; also: 0% is about no effect; mostly tested at two doses, the higher about 12 µM
Target sequence (P35462 whole entry, looked up): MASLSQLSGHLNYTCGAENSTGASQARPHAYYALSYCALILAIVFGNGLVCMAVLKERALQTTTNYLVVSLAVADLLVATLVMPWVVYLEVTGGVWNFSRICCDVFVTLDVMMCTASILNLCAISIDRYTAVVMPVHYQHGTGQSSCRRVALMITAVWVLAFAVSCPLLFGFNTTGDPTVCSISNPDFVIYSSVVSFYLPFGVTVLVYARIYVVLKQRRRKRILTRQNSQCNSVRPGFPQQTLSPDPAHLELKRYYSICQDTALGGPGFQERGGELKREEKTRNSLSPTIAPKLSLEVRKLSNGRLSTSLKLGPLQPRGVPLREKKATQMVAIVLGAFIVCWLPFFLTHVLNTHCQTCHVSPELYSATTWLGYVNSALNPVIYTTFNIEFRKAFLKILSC
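Cells at 1500/well, incubated overnight, then treated with pinned compounds (dopamine as control) for 90 min at 37 degrees C. DiscoveRx reagent added for 30 - 60 minutes at room temperature; luminescence read.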
D3 antag: antagonists of human D3 dopamine receptor; D3R cells, DiscoveRx beta-arrestin luminescence, antagonist mode; stronger effect = lower value; P35462; max response, negative = inhibition, %; actives 2.5% (n = 360,000); AID 652054; in the data active = max response below about -50%; inconclusive = no clear call, values can overlap the other calls; also: % is scaled to controls: 0 for no effect and ±100 for the full control effect; mostly tested at two doses, the higher about 12 µM
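Cells expressing the human receptor were seeded at 1500 cells/well, incubated overnight at 37 degrees C in 5% CO2, then exposed to library compounds with dopamine controls for 90 minutes at 37 degrees C before luminescent detection.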
GLP1R cytotox: cytotoxicity in counter-screen for GLP-1R inverse agonists | HEK293 cAMP-luciferase reporter cells, luminescence, 24 h | Potency, µM (series often up to 38.3 µM), inactives show top-dose activity change, negative = inhibition, hits mostly inhibitors | actives 0.13% (n = 410,000);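 also: loss of luciferase light is scored as toxicity; potency is read from the fitted curve at half-maximal effect; % is scaled to controls: 0 for no effect and ±100 for the full control effect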
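Cells in DMEM/10% Nu serum/1% pen-strep, 1536-well format. Pre-incubated 12 h, dosed with 23 nL compound, incubated a further 24 h. Luciferase detection, 12 min at room temp, luminescence.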
PTHR1 agonist: activates the human parathyroid hormone receptor PTHR1; Q03431; HEK293 GP2 PTHR1 cells, GloSensor cAMP luminescence, 1 h; Potency, µM (doses to about 115 µM), inactives show at the highest dose activation, usual class: activators; actives 0.075% (n = 410,000); AID 743266; also: potency is read from the fitted curve at half-maximal effect; nearly all actives have a fitted effect of over 55% in size; some results filed as inactive show a strong effect at the top dose; inactives centre near -15; many of its hits are not listed in these tables
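HEK-293-derived GP2 cells expressing PTHR1 and a GloSensor cAMP reporter, 3,000/well, plated overnight, given luciferin plus IBMX (each 0.5 mM as added) for 1 h at 37 °C, then compound for 1 h at 37 °C. Luminescence was read after 15 min at room temperature.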
TDP-43 yeast inh: inhibitors of TDP-43 toxicity in yeast; Potency, µM (top dose mostly 46.1 µM), inactives show at the top dose growth rescue (activation), most hits filed as activators; TDP-43 expressing yeast growth rescue, BacTiter-Glo, 24 h; actives 1.8% (n = 410,000); also: potency is read from the fitted curve at half-maximal effect; % of control where 0% means no effect; nearly all actives have a fitted effect of over 50% in size
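Cell-based yeast growth screen: TDP-43 expression induced in galactose, inoculum OD600=0.02 after raffinose pregrowth to mid-log. Read-out BacTiter-Glo luminescence at 24 hr, 30 deg C; inhibition of toxicity seen as signal increase.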
GLP1R ag: agonists of human GLP-1 receptor; Potency, µM (doses to about 45.6 µM), for inactives: at the highest dose activation, actives largely listed as activators; actives 0.007% (n = 380,000); HEK293 GLP-1R CRE-luciferase, luminescence, 4-6 h; cells express a hypersensitive GLP-1R form; AID 624172; also: potency is read from the fitted curve at half-maximal effect; % of control where 0% means no effect
An asterisk follows results filed as active; [ ] = dose if it differs, or a comment. Unless noted, calls follow the shape of the dose curve; as a rule, active = well fitted curve in the direction sought with a large enough effect; inconclusive = small, poorly fitted or top-dose-only effect, or another doubt; inactive = no such curve, though single readings can be large; an effect the other way counts as inactive or inconclusive.

Screening CCC(CC)c1nn2c(N)c(/C=C3\C(C)=Nc4ccccc43)c(=O)nc2s1 returned aSyn rescue 1%, KB-V1 cytotox inconclusive, GLP-1R inv ag inconclusive, D3 ag -3, D3 antag -5, GLP1R cytotox inconclusive, PTHR1 agonist -20%, TDP-43 yeast inh 6% and GLP1R ag -3%.
Screening CN1CCN(C(=O)c2cccn(Cc3c(Cl)cccc3Cl)c2=O)CC1 returned aSyn rescue 6%, KB-V1 cytotox 3%, GLP-1R inv ag 4%, D3 ag 5, D3 antag 20, GLP1R cytotox 11%, PTHR1 agonist inactive, TDP-43 yeast inh 14% and GLP1R ag 5%.
COc1cc(N)c(Cl)cc1Cl was read as aSyn rescue -5%, KB-V1 cytotox 16%, GLP-1R inv ag 1%, D3 ag 0, D3 antag -5, GLP1R cytotox 7%, PTHR1 agonist inactive, TDP-43 yeast inh 3% and GLP1R ag 3%.
Screening O=C(c1[nH]c(C(F)(F)F)nc1-c1ccccc1)N1CCCCC1 returned aSyn rescue -7%, KB-V1 cytotox 7%, GLP-1R inv ag 2%, D3 ag 4, D3 antag 8, GLP1R cytotox -4%, PTHR1 agonist inactive, TDP-43 yeast inh 9% and GLP1R ag 11%.
COc1ccc(/C=N/N=C2/NC(=O)C(CC(=O)O)S2)cc1OCc1ccc(Cl)cc1 (stereo not given) was read as aSyn rescue -12%, KB-V1 cytotox -10%, GLP-1R inv ag 11%, D3 ag 3, D3 antag 8, GLP1R cytotox -1%, PTHR1 agonist 0%, TDP-43 yeast inh 24% and GLP1R ag -12%.
NC(=O)C1(N2CCCCC2)CCN(C2CC(=O)N(CCc3ccccc3)C2=O)CC1 (stereo not given) was read as aSyn rescue -5%, KB-V1 cytotox -17%, GLP-1R inv ag 11%, D3 ag 9, D3 antag -10, GLP1R cytotox 7%, PTHR1 agonist inactive, TDP-43 yeast inh 3% and GLP1R ag -15%.
COc1ccccc1NC(=O)CCc1nc2ccccc2s1 was read as aSyn rescue -1%, KB-V1 cytotox 4%, GLP-1R inv ag 2%[7.66 µM], D3 ag 1, D3 antag 2, GLP1R cytotox -1%[7.66 µM], PTHR1 agonist -1%, TDP-43 yeast inh inconclusive and GLP1R ag 13%.
Screening COc1cccc(C2C3=C(CCCC3=O)Nc3[nH]n(-c4ccccc4)c(=O)c32)c1 (stereo not given) returned aSyn rescue 4%, KB-V1 cytotox 4%, GLP-1R inv ag 5%, D3 ag 2, D3 antag -5, GLP1R cytotox -5%, PTHR1 agonist inactive, TDP-43 yeast inh -6% and GLP1R ag 11%.
COc1cc(C2CC(=O)Nc3c2c(=O)[nH]c2ncnn32)ccc1O (stereo not given) was read as GLP-1R inv ag 10%, D3 ag 3, GLP1R cytotox 1%, PTHR1 agonist inconclusive and TDP-43 yeast inh 7%.
Screening C/C(=N\O)C(=O)NCCN1CCCCC1 returned aSyn rescue -13%, KB-V1 cytotox 8%, GLP-1R inv ag -11%, D3 ag 9, D3 antag 14, GLP1R cytotox 6%, PTHR1 agonist -3%[57.5 µM], TDP-43 yeast inh -13% and GLP1R ag 1%.
Screening c1cnc2c(-c3ccc4nccn4c3)cccc2c1 returned aSyn rescue 1%, KB-V1 cytotox -1%, GLP-1R inv ag 6%, D3 ag 16, D3 antag 3, GLP1R cytotox -6%, PTHR1 agonist -14%, TDP-43 yeast inh 19% and GLP1R ag 16%.
Screening O=[N+]([O-])c1ccc2c(c1)/C(=N\O)c1ccccc1-2 returned aSyn rescue 0%, KB-V1 cytotox inconclusive, GLP-1R inv ag 74%[activator], D3 ag -15, D3 antag -27, GLP1R cytotox 11%, PTHR1 agonist inactive, TDP-43 yeast inh -3% and GLP1R ag 1%.
For Cc1ccc2cccc(SCC(=O)Nc3ccc(F)cc3)c2n1 the results were aSyn rescue 7%, KB-V1 cytotox 0%, GLP-1R inv ag 6%, D3 ag -5, D3 antag 3, GLP1R cytotox -6%, PTHR1 agonist inactive, TDP-43 yeast inh -7% and GLP1R ag 2%.
COc1cccc(C2Nc3c(F)cc(Br)cc3C3C=CCC32)c1OC (stereo not given) was read as aSyn rescue -5%, KB-V1 cytotox -22%, GLP-1R inv ag -13%, D3 ag 5, D3 antag -12, GLP1R cytotox 12%, PTHR1 agonist -14%, TDP-43 yeast inh -5% and GLP1R ag 6%.
`O=c1oc2ccc(Cl)cc2nc1/C=C(\O)c1ccco1` gave aSyn rescue -3%, KB-V1 cytotox -24%, GLP-1R inv ag -34%, D3 ag -10, D3 antag inconclusive, GLP1R cytotox -9%, PTHR1 agonist inactive, TDP-43 yeast inh -14% and GLP1R ag 1%.
Screening CCCS(=O)c1nc(C)cc(C)c1S(C)(=O)=O (stereo not given) returned aSyn rescue -2%, KB-V1 cytotox -14%, GLP-1R inv ag 9%, D3 ag 1, D3 antag -3, GLP1R cytotox -2%, PTHR1 agonist -55%[inhibitor], TDP-43 yeast inh -8% and GLP1R ag 3%.
For CCc1cc2cc(C)cc(C)c2nc1SCC(=O)Nc1cc(C)on1 the results were aSyn rescue -2%, KB-V1 cytotox -3%, GLP-1R inv ag -1%, D3 ag 0, D3 antag -7, GLP1R cytotox 4%, PTHR1 agonist -10%, TDP-43 yeast inh -18%[9.22 µM] and GLP1R ag 2%.
Screening O=C(COc1ccccc1Cl)N1CCc2ccccc2C1 returned aSyn rescue -4%, KB-V1 cytotox 5%, GLP-1R inv ag inconclusive, D3 ag 1, D3 antag -6, GLP1R cytotox 0%, PTHR1 agonist -21%, TDP-43 yeast inh 13µM* and GLP1R ag 18%.
For COc1ccc(C(=O)/C(=C/c2cccs2)c2nc3ccccc3o2)cc1 the results were aSyn rescue -5%, KB-V1 cytotox -3%, GLP-1R inv ag 11µM*, D3 ag 0, D3 antag inconclusive, GLP1R cytotox 5%, PTHR1 agonist -19%, TDP-43 yeast inh 0% and GLP1R ag -1%.
Screening O=C(/C=C/c1ccc2c(c1)OCO2)Nc1nncs1 returned aSyn rescue 7%, KB-V1 cytotox 17%, GLP-1R inv ag inconclusive, D3 ag -2, D3 antag 13, GLP1R cytotox -8%, PTHR1 agonist -2%, TDP-43 yeast inh 13% and GLP1R ag -2%.

Structural class: the entries above with four or more nitrogen atoms (three)
Screening CCC(CC)c1nn2c(N)c(/C=C3\C(C)=Nc4ccccc43)c(=O)nc2s1 returned aSyn rescue 1%, KB-V1 cytotox inconclusive, GLP-1R inv ag inconclusive, D3 ag -3, D3 antag -5, GLP1R cytotox inconclusive, PTHR1 agonist -20%, TDP-43 yeast inh 6% and GLP1R ag -3%.
NC(=O)C1(N2CCCCC2)CCN(C2CC(=O)N(CCc3ccccc3)C2=O)CC1 (stereo not given) was read as aSyn rescue -5%, KB-V1 cytotox -17%, GLP-1R inv ag 11%, D3 ag 9, D3 antag -10, GLP1R cytotox 7%, PTHR1 agonist inactive, TDP-43 yeast inh 3% and GLP1R ag -15%.
COc1cc(C2CC(=O)Nc3c2c(=O)[nH]c2ncnn32)ccc1O (stereo not given) was read as GLP-1R inv ag 10%, D3 ag 3, GLP1R cytotox 1%, PTHR1 agonist inconclusive and TDP-43 yeast inh 7%.

(further entries)
Screening O=C(NNC(=O)c1ccccc1Cl)c1cc2cc(OC(F)(F)F)ccc2[nH]1 returned aSyn rescue -1%, KB-V1 cytotox -2%, GLP-1R inv ag 3%, D3 ag 8, D3 antag 12, GLP1R cytotox 0%, PTHR1 agonist -11%, TDP-43 yeast inh 6% and GLP1R ag 0%.
COc1ccc(-c2cc(-c3ccccc3)nc(SCC(=O)Nc3ccccc3F)c2C#N)cc1 was read as KB-V1 cytotox -33%, GLP-1R inv ag 9%, D3 ag -2, GLP1R cytotox 4%, PTHR1 agonist 6%, TDP-43 yeast inh -11% and GLP1R ag -1%.
COc1ccc(OC)c(S(=O)(=O)N(C)CC(=O)N2CCN(c3ccccc3F)CC2)c1 was read as aSyn rescue 7%, KB-V1 cytotox -26%, GLP-1R inv ag 0%, D3 ag 0, D3 antag 15, GLP1R cytotox -9%, PTHR1 agonist inactive, TDP-43 yeast inh 10% and GLP1R ag 1%.
For COc1cccc(C(NC(C)=O)c2nc(-c3cc4ccccc4o3)cs2)c1 (stereo not given) the results were aSyn rescue 2%, KB-V1 cytotox inconclusive, GLP-1R inv ag inconclusive, D3 ag 2, D3 antag 26, GLP1R cytotox -15%, PTHR1 agonist -6%, TDP-43 yeast inh inconclusive and GLP1R ag -4%.
O=c1[nH]c2ccc(Br)cc2o1 was read as aSyn rescue 1%, KB-V1 cytotox 28%, GLP-1R inv ag 8%, D3 ag 9, D3 antag 12, GLP1R cytotox 6%, PTHR1 agonist inactive, TDP-43 yeast inh -11% and GLP1R ag 8%.
For COc1ccc(-n2c(NC(=O)c3ccco3)c(C#N)c3nc4ccccc4nc32)cc1 the results were aSyn rescue -10%, KB-V1 cytotox 21µM*, GLP-1R inv ag 1%, D3 ag -9, D3 antag -21, GLP1R cytotox 290%[activator], PTHR1 agonist -23%, TDP-43 yeast inh 7% and GLP1R ag 6%.
For O=C(c1ccc2c(c1)N(Cc1ccc(Cl)cc1)C(=O)c1ccccc1S2(=O)=O)N1CCN(Cc2ccccc2)CC1 the results were KB-V1 cytotox inconclusive, GLP-1R inv ag inconclusive, D3 ag 3, GLP1R cytotox -2%, PTHR1 agonist -20%, TDP-43 yeast inh 9% and GLP1R ag 0%.

The list is partial; the hit share may differ from the screen's.
